High-throughput results: PubChem BioAssay, National Center for Advancing Translational Sciences (NCATS)
AmpC inh detg = blocks E. coli AmpC beta-lactamase in detergent assay. P00811. AmpC hydrolysis of nitrocefin, absorbance 480 nm, 0.01% Triton. Potency, µM (doses to about 114 µM), for the others: top-dose activity change, negative = inhibition, most hits filed as inhibitors. 370,000 compounds, 0.041% hits;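 further: potency means the concentration at half of the fitted maximal effect; 0% = no-compound wells and -100% = no-enzyme wells; nearly all actives have a fitted effect of over 25% in size; some results filed as inactive show a strong effect at the top dose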
Target sequence (P00811 whole entry, looked up): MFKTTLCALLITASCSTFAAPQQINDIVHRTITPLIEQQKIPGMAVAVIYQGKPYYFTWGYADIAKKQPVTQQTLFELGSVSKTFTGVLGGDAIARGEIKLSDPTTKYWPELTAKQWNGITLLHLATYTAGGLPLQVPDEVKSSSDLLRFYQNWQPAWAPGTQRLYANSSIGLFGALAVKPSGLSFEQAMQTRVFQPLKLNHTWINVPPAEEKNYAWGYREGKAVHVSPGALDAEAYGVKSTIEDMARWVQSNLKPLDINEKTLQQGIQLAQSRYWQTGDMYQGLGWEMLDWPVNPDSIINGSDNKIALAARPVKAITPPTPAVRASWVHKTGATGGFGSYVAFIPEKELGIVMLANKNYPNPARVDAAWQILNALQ
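AmpC (5.3 nM in the dispensed reagent) in 20 mM phosphate pH 7.0 with 0.01% (detergent screen) or 0.0001% Triton X-100 was preincubated with compounds for 15 min at room temperature. Nitrocefin was then added from an 800 uM solution, and hydrolysis was followed at 480 nm.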
LmPK inh = LmPK (Leishmania mexicana) enzyme inhibition; Potency, µM (series often up to 57.5 µM), without a hit: at the highest dose activity change, negative = inhibition, usual class: inhibitors; 290,000 compounds, 0.37% hits; Q27686; AID 1721; purified LmPK, Kinase-Glo ATP luminescence, 1 h; further: potency means the concentration at half of the fitted maximal effect
Target sequence (Q27686 whole entry, looked up): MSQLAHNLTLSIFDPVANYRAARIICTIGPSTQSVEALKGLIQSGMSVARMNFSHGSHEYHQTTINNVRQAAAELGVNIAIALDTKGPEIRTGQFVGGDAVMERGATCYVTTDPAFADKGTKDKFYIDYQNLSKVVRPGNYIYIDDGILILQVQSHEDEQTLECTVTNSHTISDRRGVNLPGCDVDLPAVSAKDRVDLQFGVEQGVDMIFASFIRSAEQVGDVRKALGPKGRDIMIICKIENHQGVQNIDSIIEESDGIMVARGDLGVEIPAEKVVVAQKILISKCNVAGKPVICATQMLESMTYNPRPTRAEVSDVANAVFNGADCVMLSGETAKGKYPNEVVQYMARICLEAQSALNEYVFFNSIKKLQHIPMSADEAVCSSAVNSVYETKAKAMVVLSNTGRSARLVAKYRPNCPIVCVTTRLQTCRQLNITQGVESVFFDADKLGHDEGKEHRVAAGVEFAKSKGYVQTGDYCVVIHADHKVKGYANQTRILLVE
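ATP generated from ADP (0.1 mM) and PEP (0.5 mM) by 0.1 nM LmPK over 1 h at room temperature (pH 7.2 imidazole buffer) was detected by coupled luciferase luminescence. Values were normalized to uninhibited and no-enzyme wells.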
HCV inhibitor = blocks hepatitis C virus | AID 651820 | Huh7.5.1 HCVcc-Cre infection, luciferase reporter, 44 h | Potency, µM (titrated, usually from 41.8 µM), for inactives: at the top dose activity change, negative = inhibition, actives largely listed as inhibitors | 340,000 compounds, 3.4% hits; further: potency means the concentration at half of the fitted maximal effect
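Cells (1,000/well) were plated 4 h before compound, then infected with HCVcc-Cre virus (~0.5 moi). After 44 h further culture, infection was read as luciferase luminescence following a 15 min substrate incubation at room temperature.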
TbPYK inhibitor = blocks Trypanosoma brucei pyruvate kinase; Q57TT1; TbPYK enzyme, Kinase-Glo Plus ATP luminescence, 45 min; Potency, µM (titrated, usually from 76.8 µM), for the others: at the top dose activity, negative = inhibition, usual class: inhibitors; 410,000 compounds, 0.12% hits; further: potency means the concentration at half of the fitted maximal effect; nearly all actives have a fitted effect of over 50% in size
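Luminescent Kinase-Glo Plus end-point after 45 min room-temperature reaction of T. brucei pyruvate kinase started with 130 uM ADP (final). Buffer TEA 50 mM pH 7.2 with KCl, MgCl2, BSA, Tween-20; titration-based qHTS with fitted concentration-effect curves.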
HCMV inh = inhibitors of human cytomegalovirus; HFF cells, HCMV-luciferase reporter, 72 h; active compounds read low; activity change, negative = inhibition, % at 57.5 µM; 410,000 compounds, 4.5% hits; AID 1259415; in the data active means activity change below about -60%; inconclusive means no clear call, values can overlap the other calls; inactive means above about -39%
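Two-dose cell screen: HFF monolayers treated with compounds and infected with luciferase-expressing HCMV at 1 PFU/cell, 72 h at 37C, then lysed for luciferase measurement.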
AMA1 RON2 block = disrupts binding of P. falciparum AMA1 to RON2 | AlphaScreen AMA1-biotinylated RON2 peptide binding | 360,000 compounds, 0.2% hits | Potency, µM (titrated, usually from 58.2 µM), for inactives: at the highest dose activity change, negative = inhibition, actives largely listed as inhibitors | AID 720542;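 further: potency means the concentration at half of the fitted maximal effect; 0% = vehicle wells and -100% = peptide control; nearly all actives have a fitted effect of over 45% in size; some results filed as inactive show a strong effect at the top dose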
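AMA1 (3D7) with his tag at 25 nM final met compounds first, then biotinylated RON2 peptide at 25 nM; detection used donor plus acceptor beads, 10 µg/mL apiece, read by AlphaScreen after 30 min at room temperature.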
AmpC inh no detg = blocks E. coli AmpC beta-lactamase in detergent-free assay. P00811. AmpC nitrocefin hydrolysis, absorbance 480 nm, 0.0001% Triton. Potency, µM (highest dose often 57.1 µM), without a hit: at the top dose activity change, negative = inhibition, usual class: inhibitors. 330,000 compounds, 0.52% hits;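 further: potency means the concentration at half of the fitted maximal effect; plate controls were no compound for no effect and no enzyme for full effect; nearly all actives have a fitted effect of over 20% in size; some results filed as inactive show a strong effect at the top dose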
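20 mM phosphate pH 7.0 + 0.01% (detergent screen) or 0.0001% Triton X-100; 5.3 nM AmpC reagent; cpd preinc 15 min RT; nitrocefin (800 uM stock) to start; A480 q20 s × 4 min; Activity was normalised to no-enzyme and no-compound control wells.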
* marks the source's active call; other numbers are inactive results; ? = inconclusive; . = not tested or not shown; & = joins results of further samples; [ ] = dose if it differs, or a comment. Unless noted, the call rests on the fitted dose curve; in most records, active means well fitted curve in the direction sought with a large enough effect; inconclusive means small, poorly fitted or top-dose-only effect, or another doubt; inactive means no such curve, though single readings can be large; an effect the other way counts as inactive or inconclusive. Unless noted, on the % scale 0 is the no-effect control and ±100 the full control effect. Outcome played no part in choosing rows (roughly 7.5% active in at least one column).

nr	smiles	HCV inhibitor	HCMV inh	TbPYK inhibitor	AMA1 RON2 block
1	CCOc1nc(NC(=O)NS(=O)(=O)c2cccc(Cl)c2)nc(-c2ccccc2)n1	-3%	-5	-4%	0%
2	COc1ccc(C(=O)n2nc(-c3ccc(Cl)cc3)nc2NCc2ccco2)cc1	.	-8	5%	.
3	COc1ccc(NS(=O)(=O)c2ccc3nc(COc4cccc5ccccc45)[nH]c3c2)cc1	?	-79*	-17%	21%
4	CC(=O)Nc1ccc(S(=O)(=O)NCc2ccc(C(=O)NCc3ccc(Cl)cc3)cc2)cc1	-6%	20&37	-1%&4%	-11%
5	Cc1cccc(OCc2ccccc2)n1	16%	?	5%	3%
6	Cc1cc(OC(C)C(=O)N2C[C@H]3C[C@@H](C2)c2cccc(=O)n2C3)c2c(C)c(C)c(=O)oc2c1 (stereo partly specified)	4%	0	2%	2%
7	CCC(Oc1ccccc1)C(=O)Nc1ccccc1OCc1cc(=O)n2ccccc2n1 (stereo unspecified)	.	-27	-10%	.
8	NC(CCc1ccccc1)c1csc(Nc2ccc(C(=O)c3ccccc3)cc2)n1 (stereo unspecified)	.	4	-1%	0%
9	CCOC(=O)c1c(NC(=O)CN(C)C2CCN(C)CC2)sc(C(=O)Nc2ccccc2)c1C	?	-39	16%	59%[activator]
10	NCCNc1ccc([N+](=O)[O-])c(NC2CC2)c1	?	-15	2%	-3%[2.32 µM]
11	CCOCCCNC(=O)C(c1ccc(OC)cc1)N(Cc1ccc2c(c1)OCO2)C(=O)CNC(C)=O (stereo unspecified)	7%&-5%	-6	-4%	78%[activator]
12	COc1cccc(N2CCN(c3c(C#N)c(C(F)(F)F)nn3C)CC2)c1	?	-94*	-5%	0%
13	CC1Sc2ccc(S(=O)(=O)CCC(=O)NC3CCCC(C)C3C)cc2NC1=O (stereo unspecified)	?	-36	7%	6%
14	CC(C)CCn1c(=O)c2sccc2n2c(CCCC(=O)N3CCC(N4CCCCC4)CC3)nnc12	13µM*	?	2%	15%
15	Cc1ccc(S(=O)(=O)N2CCCOC2CNC(=O)C(=O)NCc2ccccn2)cc1 (stereo unspecified)	4%	3	-9%	44%[activator]

nr	AmpC inh no detg	LmPK inh	AmpC inh detg
1	-7%	-7%	-6%
2	.	.	0%
3	4µM*	2%	-4%
4	-25%	0%	3%&2%
5	.	.	.
6	37%	-3%	?
7	.	.	17%
8	.	.	.
9	81%[activator]	1%	-2%
10	-18%	1%	?
11	59%	-1%	-2%
12	-8%	1%	?
13	-4%	-1%	4%
14	-15%	-2%	1%
15	25%	0%	1%

Along the list, quoted from above:
HCMV inh for entries 2 to 13: -8, -79*, 20&37, ?, 0, -27, 4, -39, -15, -6, -94*, -36
AmpC inh no detg for entries 2 to 13: ., 4µM*, -25%, ., 37%, ., ., 81%[activator], -18%, 59%, -8%, -4%

Next part.
nr	smiles	HCV inhibitor	HCMV inh	TbPYK inhibitor	AMA1 RON2 block
16	Cc1ccc(SCC(=O)OCC(=O)NCc2ccco2)cc1	7%	41	1%	-10%[11.6 µM]
17	CCCn1c(SCc2nc(-c3ccc(OC)c(OC)c3)no2)nnc1-c1ccccc1	.	-15	1%	.
18	Cn1ncc2c(=O)[nH]c(N)nc21	2%	-1	-4%	-6%
19	CCOc1ccc(CCNC(=O)COC(=O)Cn2cnc3c2c(=O)n(C)c(=O)n3C)cc1OCC	-6%	-25	-1%	11%
20	NC(=O)CN1CCN(Cc2ccc3c(c2)OCO3)CC1	16%	28	-2%	-2%
21	CC1CCCN(S(=O)(=O)c2ccc3[nH]c(=O)cc(C(=O)NCCc4ccc(Cl)cc4)c3c2)C1 (stereo unspecified)	.	-17	1%	.
22	CN(C)c1ccc(CN2CCCC(O)C2)cc1 (stereo unspecified)	4%	-4	9%	-5%
23	c1ccc(Cc2c[nH]c3ccccc23)cc1	0%	110	5%	2%
24	CCOC(=O)N1CC=C2C(C#N)=C(N)C(C#N)(C#N)[C@H](c3cccs3)[C@H]2C1	-20%	18	-15%	0%
25	CC(=O)Nc1cccc(NC(=O)CSc2ccc(-c3ccco3)nn2)c1	-7%	-18	?	-6%
26	OCCNCC(O)Cn1ccc2ccccc21 (stereo unspecified)	7%	21	0%	44%[activator]
27	Cc1ccc(C(=O)Nc2cnc3ccccc3c2)cc1	-14%	-81*	3%	-20%
28	CCOC(=O)C1(C)CCCN(C(=O)c2ccccc2OC(F)(F)F)C1 (stereo unspecified)	.	-32	-1%	1%
29	O=C(NCc1cccnc1)c1ccc(S(=O)(=O)N2CCCCC2)cc1	-7%	-7	-9%	4%
30	CCCN(CC(=O)Nc1ccccc1OC)C(=O)CCC(=O)c1ccc(OCC)cc1	?	?	1%	-7%

nr	AmpC inh no detg	LmPK inh	AmpC inh detg
16	-16%	.	-2%
17	.	.	14%
18	.	.	.
19	22%	.	-1%
20	-13%	-3%	?
21	.	.	7%
22	-5%	-1%	?
23	-20%	-2%	-6%
24	-36%	3%	-1%
25	-18%	4%	1%
26	-17%	1%	-2%
27	-27%	?	-6%
28	.	.	.
29	-8%	-1%	-9%
30	64%[activator]	.	?

By substructure: those above containing a furan ring, fused or not (3)
nr	smiles	HCV inhibitor	HCMV inh	TbPYK inhibitor	AMA1 RON2 block
2	COc1ccc(C(=O)n2nc(-c3ccc(Cl)cc3)nc2NCc2ccco2)cc1	.	-8	5%	.
16	Cc1ccc(SCC(=O)OCC(=O)NCc2ccco2)cc1	7%	41	1%	-10%[11.6 µM]
25	CC(=O)Nc1cccc(NC(=O)CSc2ccc(-c3ccco3)nn2)c1	-7%	-18	?	-6%

nr	AmpC inh no detg	LmPK inh	AmpC inh detg
2	.	.	0%
16	-16%	.	-2%
25	-18%	4%	1%

(more compounds)
nr	smiles	HCV inhibitor	HCMV inh	TbPYK inhibitor	AMA1 RON2 block
31	COc1ccc(-c2noc(N(c3cccc(Cl)c3)c3nc(-c4ccc(OC)c(OC)c4)no3)n2)cc1OC	.	16	-1%	.
32	COc1ccccc1-c1nc(SC)n[nH]1	-4%	47	0%	-3%
33	Cc1ccccc1-c1cc(C(=O)NCc2cccc(C(F)(F)F)c2)nn1CC1CC(c2cccc([N+](=O)[O-])c2)=NO1 (stereo unspecified)	-30%	3	0%	-4%
34	Cc1cccc(C(CC(=O)N2CCCC2)c2ccccc2)c1O (stereo unspecified)	10%	-8	-6%	4%
35	COc1ccc(/C=N/NC(=S)Nc2ccccc2)cc1COc1ccc(F)cc1	6%	3	-7%	12%
36	Cc1cccnc1NC(=S)NC(=O)c1cncc(Br)c1	0%	-15	10%	33%[activator]
37	COCCn1nnnc1CN1CCOCC1	14%	-11	-8%	-8%
38	O=C(NCCn1cc(SCc2ccccc2Cl)c2ccccc21)c1cccs1	.	-6	4%	.
39	Cc1ccc(S(=O)(=O)N2CCOCC2)cc1NC(=O)Cn1nnc(-c2ccccc2)n1	.	106	1%	2%
40	COc1cccc(NC(=O)CCC2CCN(C(=O)c3cccc(NC(C)=O)c3)CC2)c1	?	11	-4%	13%
41	O=C(O)c1ccc(NC2=C(N3CCOCC3)C(=O)c3ccccc3C2=O)cc1	19%	20	-23%	15%
42	Cc1ccc(/C=N/NC(=O)Cc2c(F)cccc2Cl)s1	-20%	-28	5%	2%
43	O=C(NC(=S)NCc1ccccc1Cl)c1cccs1	?	-2	-6%	26%
44	Cc1ccc(S(=O)(=O)NNC(=O)c2ccncc2)cc1[N+](=O)[O-]	12%	0	1%	16%
45	CC(C)OC(=O)CC(=O)CSc1nc2c(cc1C#N)CCCCCC2	-2%	153	-4%	72%[activator]

nr	AmpC inh no detg	LmPK inh	AmpC inh detg
31	.	.	0%
32	0%[2.29 µM]	-6%	-4%
33	-42%	.	-9%
34	19%	1%	-14%
35	?	1%	-5%
36	-20%	-8%	-8%
37	-36%	-3%	-6%
38	.	.	1%
39	.	.	.
40	31%	-1%	-16%
41	-21%	-16%	?
42	-33%	0%	-4%
43	-27%	.	.
44	-20%	-5%	0%
45	-3%	1%	2%

(listing goes on)
nr	smiles	HCV inhibitor	HCMV inh	TbPYK inhibitor	AMA1 RON2 block
46	CCc1ccc(NCc2cc3cc4c(cc3n(CC(=O)Nc3ccc(OC)cc3)c2=O)OCO4)cc1	.	11	-13%	.
47	CC(C)(C)C1CCN2CCCC(c3ccc([N+](=O)[O-])cc3)(C1)C21OCCO1 (stereo unspecified)	.	-22	-6%	?
48	Cc1ccc2c(C)c(C(=O)N(Cc3ccncc3)CC3CCCO3)oc2c1C (stereo unspecified)	?	-8	-2%	-8%
49	COc1ccc(S(=O)(=O)N2CCCCCC2)cc1C(=O)OCC(=O)Nc1cc(C)on1	.	.	.	.
50	Cc1ccc(Nc2ccc(-n3ccnc3)nn2)cc1C	-3%	-26	-8%	-6%
51	COc1cccc(CNCCSc2nnnn2C)c1OCc1ccccc1Cl	.	-75*	?	.
52	Cc1cc(NC(=O)COC(=O)c2cnccn2)ccc1Br	5%	73	-4%	7%
53	Cn1nnc2c[n+](CC(=O)c3ccc4ccccc4c3)cc(Br)c21	?	-97*	-6%	17%
54	COc1ccc(-c2ccc(=O)n(CC(=O)Nc3cccc(O)c3)n2)cc1OC	14%	19	2%	8%
55	COc1ccc(C(CNC(=O)c2ccc(OCc3c(C)noc3C)cc2)N2CCCC2)cc1 (stereo unspecified)	?	44	-1%	5%
56	CNC(=S)N/N=C/c1ccccc1Cl	-11%	-2	1%	49%[activator]
57	O=C(Sc1nnnn1C1CCCCC1)c1cccs1	12%	.	.	.

nr	AmpC inh no detg	LmPK inh	AmpC inh detg
46	.	.	7%
47	.	.	.
48	-9%	-8%	-5%
49	-35%	2%	-6%
50	-34%	4%	?
51	.	.	-2%
52	-22%	.	.
53	0%	4%	2%
54	-36%	2%	-4%
55	62%[activator]	.	-2%
56	-15%	-6%	?
57	-14%	9%	-5%
